Compound activity from PubChem BioAssay.
HCMV inh: blocks human cytomegalovirus replication; AID 1259415; 410,000 tested, 4.5% active; activity change, negative = inhibition, % at 57.5 µM; HFF cells, HCMV-luciferase reporter, 72 h; active compounds read low; in the data active = activity change below about -60%; inconclusive = no clear call, values can overlap the other calls; inactive = above about -39%
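Luciferase read-out from HCMV-luciferase-infected HFFs (MOI 1 PFU/cell) 72 h post infection at 37C; compounds added after 16 h cell attachment; activity normalized between buffer-only basal and Salinomycin (10uM) inhibitor controls.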
Sm TGR block: S. mansoni TGR enzyme inhibition. Q962Y6. purified TGR, DTNB reduction, TNB absorbance 405 nm. Potency, µM (top dose mostly 114 µM), without a hit: at the highest dose activity change, negative = inhibition, actives largely listed as inhibitors. 360,000 tested, 3% active; note: potency is the fitted concentration of half-maximal effect; nearly all actives have a fitted effect of over 60% in size
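Kinetic colorimetric format: TGR-catalysed, NADPH-driven DTNB reduction monitored via TNB absorbance. Enzyme dispensed at 20 nM; compound exposure 15 min at room temperature before reaction start.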
FBPA Giardia inh: inhibitors of Giardia lamblia fructose-1,6-bisphosphate aldolase. purified Giardia FBPA. 290,000 tested, 0.71% active. Potency, µM (highest dose often 59.6 µM), for inactives: at the top dose activity, negative = inhibition, usual class: inhibitors. AID 2451; note: potency is the fitted concentration of half-maximal effect; nearly all actives have a fitted effect of over 55% in size
Target sequence (A8B2U2 whole entry, looked up): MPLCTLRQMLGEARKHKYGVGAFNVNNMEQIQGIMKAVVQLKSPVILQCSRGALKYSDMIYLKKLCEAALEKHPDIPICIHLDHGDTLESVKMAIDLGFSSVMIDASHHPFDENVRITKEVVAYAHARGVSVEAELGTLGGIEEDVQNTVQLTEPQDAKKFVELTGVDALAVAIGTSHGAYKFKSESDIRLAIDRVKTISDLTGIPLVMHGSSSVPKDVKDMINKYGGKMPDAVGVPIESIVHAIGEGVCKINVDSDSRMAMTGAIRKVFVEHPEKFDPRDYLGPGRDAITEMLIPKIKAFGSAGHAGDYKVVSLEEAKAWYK
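Giardia FBPA (40 nM reagent) was preincubated 10 min at RT with compound (up to 57.5 uM final), then substrate plus GAPDH/TPI/NAD/arsenate coupling system with diaphorase/resazurin was added; resorufin fluorescence (525/598 nm) was read after 20 min.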
HCV inhibitor: inhibitors of hepatitis C virus infection | AID 651820 | 340,000 tested, 3.4% active | Huh7.5.1 HCVcc-Cre infection, luciferase reporter, 44 h | Potency, µM (series often up to 41.8 µM), for inactives: top-dose activity change, negative = inhibition, actives largely listed as inhibitors; note: potency is the fitted concentration of half-maximal effect
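Antiviral activity was scored by luciferase reporter output from cells infected with HCVcc-Cre (~0.5 moi) in presence of compound, 44 h infection period, cells seeded 1,000/well 4 h prior.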
AmpC inh no detg: AmpC beta-lactamase inhibition without detergent. AmpC nitrocefin hydrolysis, absorbance 480 nm, 0.0001% Triton. Potency, µM (series often up to 57.1 µM), for inactives: at the highest dose activity change, negative = inhibition, actives largely listed as inhibitors. 330,000 tested, 0.52% active;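 note: potency is the fitted concentration of half-maximal effect; plate controls were no compound for no effect and no enzyme for full effect; nearly all actives have a fitted effect of over 20% in size; some results filed as inactive show a strong effect at the top dose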
Target sequence (P00811 whole entry, looked up): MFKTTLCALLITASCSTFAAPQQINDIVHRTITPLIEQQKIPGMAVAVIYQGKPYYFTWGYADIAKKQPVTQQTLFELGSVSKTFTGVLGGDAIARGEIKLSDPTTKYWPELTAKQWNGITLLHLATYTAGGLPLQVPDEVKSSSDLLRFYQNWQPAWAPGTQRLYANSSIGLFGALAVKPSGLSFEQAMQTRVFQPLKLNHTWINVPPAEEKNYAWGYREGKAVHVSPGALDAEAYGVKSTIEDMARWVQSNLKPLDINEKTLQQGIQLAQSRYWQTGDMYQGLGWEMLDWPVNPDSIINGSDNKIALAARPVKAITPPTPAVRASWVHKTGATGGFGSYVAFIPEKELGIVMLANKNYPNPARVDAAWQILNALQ
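20 mM phosphate pH 7.0 + 0.01% (detergent screen) or 0.0001% Triton X-100; 5.3 nM AmpC reagent; cpd preinc 15 min RT; nitrocefin (800 uM stock) to start; A480 q20 s × 4 min; Activity was normalised to no-enzyme and no-compound control wells.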
AmpC inh detg: inhibitors of E. coli AmpC beta-lactamase with detergent; P00811; AmpC hydrolysis of nitrocefin, absorbance 480 nm, 0.01% Triton; Potency, µM (series often up to 114 µM), inactives show at the highest dose activity change, negative = inhibition, hits mostly inhibitors; 370,000 tested, 0.041% active; AID 485294;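 note: potency is the fitted concentration of half-maximal effect; 0% = no-compound wells and -100% = no-enzyme wells; nearly all actives have a fitted effect of over 25% in size; some results filed as inactive show a strong effect at the top dose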
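AmpC (5.3 nM in the dispensed reagent) in 20 mM phosphate pH 7.0 with 0.01% (detergent screen) or 0.0001% Triton X-100 was preincubated with compounds for 15 min at room temperature. Nitrocefin was then added from an 800 uM solution, and hydrolysis was followed at 480 nm.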
* marks the source's active call; other numbers are inactive results; ? = inconclusive; / = no result given; & = joins results of further samples; [ ] = another dose, or the depositor's remark. Unless noted, calls come from the whole dose curve; as a rule, active = well fitted curve in the direction sought with a large enough effect; inconclusive = small, poorly fitted or top-dose-only effect, or another doubt; inactive = no such curve, though single readings can be large; an effect the other way counts as inactive or inconclusive. Unless noted, % is set by controls: 0 for no effect and ±100 for the full control effect.

Structure	HCMV inh	Sm TGR block	FBPA Giardia inh	HCV inhibitor	AmpC inh no detg	AmpC inh detg
CSCCC(NC(=O)c1ccco1)C(=O)N1CCCC(C(F)(F)F)C1 (stereo not drawn)	7	-10%	/	18%	-3%	-10%
C#CC(CCN1CCCCC1)(OC)c1ccccc1 (stereo not drawn)	-21	9%	-23%	18%	93%	-8%
O=C(NCC1CCCO1)NC12CC3CC(CC(C3)C1)C2 (stereo not drawn)	7	-6%[11.4 µM]	0%	-17%	-7%	-13%
Cc1ccc(S(=O)(=O)N2CCOC2CNC(=O)C(=O)NCc2ccccc2)cc1 (stereo not drawn)	10	5%	/	/	6%	-3%
C/C(=N\Nc1ccc(C(F)(F)F)cc1[N+](=O)[O-])C(C)C	-20	-6%	3%	3%	-28%	-7%
O=C(Nc1ccncc1)c1ccccc1Cl	-27	0%	2%	0%	-6%	-6%
COc1cc(NC(=O)COC(=O)CNC(=O)c2cc(C)cc(C)c2)c(C)cc1[N+](=O)[O-]	-5	0%	-1%	5%	1%	?
CC(NC(=O)C1CCN(C(=O)c2cccs2)CC1)c1ccc(S(N)(=O)=O)cc1 (stereo not drawn)	-8	-22%	/	14%	-15%	0%
O=S(=O)(c1ccc(-c2ccccc2)cc1)N1CCOCC1	18	-3%	1%	11%	/	-4%
Cc1ccc(-n2ncc3c(=O)n(CC(=O)N4CCN(c5ccccc5)CC4)cnc32)cc1	-5	2%	-2%	-53%	-1%	-4%
CC(C)CN1CCN(Cc2ccc(CN3CCCCC3)s2)CC1CCO (stereo not drawn)	4	2%	-3%	?	-24%	9%
COC(=O)C1=C(N)Oc2cc(C)n(Cc3ccccc3)c(=O)c2C1c1ccccc1 (stereo not drawn)	-34	0%	1%	-21%	-2%	-9%
O=C(N/N=C/c1ccc[nH]1)c1cccc([N+](=O)[O-])c1	-5	4%	-23%	3.5µM*	-19%	0%
CN(CC(=O)NCCCc1ccccc1)Cc1ccc(Br)cc1	-12	-22%	?	4%	69%[activator]	0%
CCOc1ccc(NC(=O)CC2C(=O)N(c3ccc(OC)cc3)C(=O)N2CCc2cccs2)cc1 (stereo not drawn)	-27	6%	-5%	-21%	?	-7%
CCCNC(=O)CSc1nc2ccc(OCC)cc2s1	?	-9%	2%	10%	-22%[11.4 µM]	?
N#Cc1ccccc1Oc1ccccc1C=O	?	5%	-6%	-9%	-2%[2.29 µM]	-6%
COc1ccc(NC(=O)c2ccc(OC(F)F)cc2)cc1Cl	36	4%	-21%	?	-35%	?
O=C(CN1C(=O)S/C(=C\c2ccc(O)c([N+](=O)[O-])c2)C1=O)Nc1ccc(N2CCOCC2)cc1	-20	-2%	/	13%	-16%	-1%
CCN(C(=O)N(CC)c1ccccc1)c1ccccc1	-8	-3%	/	3%	-1%	0%
COc1ccc(C(=O)NNC2=NS(=O)(=O)c3ccccc32)cc1OC	-19	1%	-26%	2%	-16%	-18%
O=C(Cc1cccs1)Nc1cccc(C(=O)Nc2ccco2)c1	11	-17%	-4%	13%	-22%	?
CCC(=O)Nc1ccc(C(=O)COC(=O)Cc2ccsc2)cc1	-16	-2%	/	4%	-13%	5%
COCCNC(=O)/C(C#N)=C/c1cccc(NC(=O)c2ccccc2Cl)c1	65	-6%	3%	14%	-33%	-6%
COc1ccc(C(=O)Nc2cccc(S(=O)(=O)NCc3ccco3)c2)cc1	-18	/	/	?	-45%	/

Random excerpt: three records from the list.
Structure	HCMV inh	Sm TGR block	FBPA Giardia inh	HCV inhibitor	AmpC inh no detg	AmpC inh detg
CCN(C(=O)N(CC)c1ccccc1)c1ccccc1	-8	-3%	/	3%	-1%	0%
N#Cc1ccccc1Oc1ccccc1C=O	?	5%	-6%	-9%	-2%[2.29 µM]	-6%
COc1ccc(C(=O)Nc2cccc(S(=O)(=O)NCc3ccco3)c2)cc1	-18	/	/	?	-45%	/

Carrying on:
Structure	HCMV inh	Sm TGR block	FBPA Giardia inh	HCV inhibitor	AmpC inh no detg	AmpC inh detg
Cn1c(C(=O)N2CCCC(Nc3ccc(F)cc3)C2)cc2ccccc21 (stereo not drawn)	2	-18%	13%	?	56%	?
C/C(=N\NC(=O)c1ccccc1F)c1ccccn1	-113*	6%	?	11µM*	-31%	2%
COC(=O)c1cn(C)c2ccc(S(=O)(=O)N3CCCC3)cc2c1=O	-2	1%	16%	20%	-59%	-2%
O=C(Cc1ccccc1Cl)Nc1cccc(S(=O)(=O)N2CCCCCC2)c1	-19	?	/	?	-5%	13%
CC(Cc1ccccc1)NCCC(=O)NC(C)Cc1ccccc1 (stereo not drawn)	-9	-26%	2%	8%	-1%	1%
CC(C)c1ccc[n+](-c2nc([O-])sc2C=O)c1	32	0%	-27%	26%	-9%	0%
COCCCNC(=O)c1ccc(N(C)S(=O)(=O)c2ccc(OC)cc2)cc1	-11	2%	0%	19%	-4%	5%
COc1ccc(OC)c(-n2c(=O)c3ccccc3c3ccccc3c2=O)c1	9	-4%	-7%	32%[activator]	-13%	2%
N=c1oc2ccccc2cc1-c1nc(-c2ccc(Cl)cc2)cs1	5	-9%	2%	6%	-13%	-2%
Cc1ccccc1-n1c(C)nnc1SCC(=O)NC1CCCc2ccccc21 (stereo not drawn)	-26	-6%	11%	-6%	57%	1%
COC(=O)C1=C(N)Oc2cc(C)n(Cc3cccnc3)c(=O)c2C1c1ccc(OC)c(OC)c1 (stereo not drawn)	28	4%	2%	6%	4%	?
NC(=O)CSc1nnc(COc2cccc3ccccc23)o1	-32	7%	-10%	-5%	-2%	?
O=C1CCCN1CCC(=O)N1CCCC(N2CCN(c3ccccc3F)CC2)C1 (stereo not drawn)	-11	-18%	/	16%	2%	-5%
CCOc1ccccc1C(=O)Nc1nc2c(s1)CC(C)CC2 (stereo not drawn)	79	0%	/	/	/	15%
O=C(NCc1ccccc1)C(=O)NCC(c1cccs1)S(=O)(=O)c1cccs1 (stereo not drawn)	-1	?	/	/	/	-1%
COc1ccccc1C(=O)NCC(=O)OC(C)C(=O)N1CCOCC1 (stereo not drawn)	-3	9%	/	17%	-9%	-10%
COc1ccc(C(=O)N=C2SC3CS(=O)(=O)CC3N2c2ccc(N(C)C)cc2)cc1OC (stereo not drawn)	-9	-11%	/	-25%	-5%	-10%
O=C(CSc1nnc(NC(=O)c2cccc(Br)c2)s1)NCC1CCCO1 (stereo not drawn)	-98*	63%[activator]	/	9%	-19%	12%
CCN(C(=O)c1coc(=O)c(Br)c1)c1ccc2c(c1)OCO2	-17	45µM*	?	0%	-6%	-16%
Cc1nn(-c2cc(N3CCCCC3)ccc2[N+](=O)[O-])c(=O)c2ccccc12	-26	-22%	0%	?	-4%	2%
Cn1c2ccccc2c2nnc(SCCN3CCOCC3)nc21	8	-10%	3%	3%	1%	1%
Cc1cc(Nc2ccccc2N2CCOCC2)n2ncnc2n1	170	0%	-6%	9%	12%	-13%
COc1ccc(C(c2nnnn2Cc2cccs2)N2CCN(c3ccccc3F)CC2)cc1OC (stereo not drawn)	-14	-9%	?	14%	76%[activator]	?
CCCCN(C(=O)Cc1cccc(F)c1)c1c(N)n(CCC)c(=O)[nH]c1=O	28	5%	2%	26%	-5%[11.4 µM]	-9%
O=C(NCc1nc(-c2ccccc2)no1)c1ccco1	?	1%	/	/	/	18%

(cont.)
Structure	HCMV inh	Sm TGR block	FBPA Giardia inh	HCV inhibitor	AmpC inh no detg	AmpC inh detg
Cc1ccc(NC(=O)C2CCCN(c3ncnc4c3nc3n4CCCCC3)C2)nc1 (stereo not drawn)	?	-1%	8%	-21%	152%[activator]	2%
CC1CCCN(C(=O)COC(=O)Cc2c[nH]c3ccccc23)C1 (stereo not drawn)	0	-22%	/	6%	-9%	?
CCN1CCN(C(=O)NC(c2ccc(C)c(F)c2)C(Cl)Cl)CC1 (stereo not drawn)	-5	-21%	0%	-12%	-18%	2%
Cc1ccc(C(=O)OCC(=O)NC2CCCCC2)o1	4	2%	/	5%	-18%	-9%
CCc1ccc(CNC(=O)c2cc3c(s2)-c2ccccc2OC3)cc1	-17	-1%	/	/	/	0%
O=C1c2ccccc2C(=O)c2c1ccc(C(=O)N1CCCCC1)c2NCCO	-27	3%	0%	8%	-4%	7%
CCOc1ccc(C(=O)c2c(N)c(-c3nc(-c4ccc(OCC)cc4)cs3)c3ccccn23)cc1	0	0%	/	/	/	20%
CC1CN(C(=O)CN2C(=O)NC3(CCCCCC3)C2=O)CC(C)O1 (stereo not drawn)	9	0%	6%	9%	-13%	?
CN1CC(COCc2ccccc2)Oc2ccccc2S1(=O)=O (stereo not drawn)	-12	/	/	-28%	-14%	/
CCc1ccc2c(CN3CCc4cc(OC)c(OC)cc4C3)cc(=O)oc2c1	68	-13%	-3%	?	48%	?
O=C(Nc1ccccc1C(=O)N1CCOCC1)C1CC(=O)N(c2ccc(F)cc2)C1 (stereo not drawn)	17	-17%	/	-4%	6%	-5%
O=C(N/N=C/C=C/c1ccccc1)NC1CCCCC1	16	1%	3%	?	-11%	2%
CN1CCN(C(=O)c2ccc3c(=O)n(-c4ccc(F)cc4)c(=S)[nH]c3c2)CC1	-22	-4%	-9%	14%	4%	-6%
CCOC(=O)C1(Cc2ccccc2)CCN(Cc2cnn(CC)c2)CC1	?	-4%	1%	6%	8%	-4%
COc1c(C=O)c(CCN(C)C(=O)c2ccc(F)cc2)cc2c1OCO2	?	49%[activator]	2%	-11%	-17%	-14%
CC1CCCCC12NC(=O)N(CC(=O)c1ccc(Cl)s1)C2=O (stereo not drawn)	?	-8%	/	-6%	-50%	-12%
CCNC(=O)CCSc1nnc(-c2ccc(O)cc2)o1	27	1%	/	/	/	16%
Cc1ccccc1OCC(=O)Nc1ccc([N+](=O)[O-])cc1	-5	-6%	1%	2%	-26%	?
Clc1ccc(C2CC(c3ccco3)n3ncnc3N2)cc1Cl (stereo not drawn)	106	11µM*	-3%	0%&11%	63%[activator]	5%
CC/C(=N\O)c1c(O)c2c(n(-c3ccccc3)c1=O)CCCC2	16	-8%	-6%	6%	-21%	?
CCCNC(=O)c1cc(SC)ccc1Cl	1	-21%	3%	2%	-6%	-12%
CCc1nnc(NC(=O)CSc2nnc(Cc3ccccc3)o2)s1	47	-31%	3%	8%	-28%	0%
O=C(/C=C/c1cccs1)Nc1ccc([N+](=O)[O-])cc1	-13	4%	-1%	7%	-29%	-4%
Cc1ccc2nc(SCC(=O)Nc3cc(C(F)(F)F)ccc3N3CCOCC3)[nH]c2c1	-89*	1%	2%	?	-2%	-3%
CCN1CCN(c2cc3c(cc2F)c(=O)c(S(=O)(=O)c2cc(C)cc(C)c2)cn3CC)CC1	-2	3%	/	/	/	1%
CC1=Nn2c(nc3sc4c(c3c2=O)CCCC4)SC1	-11	-5%	-1%	-16%	-2%	-12%

Outcome played no part in choosing rows, and some 9.9% of all compounds hit somewhere here.
